# Assay outcomes (PubChem)
# NCI-60 one-dose screen, 48 h, at 10 µM unless noted. Numbers give growth in % (100 = growth as untreated, 0 = no growth, -100 = all killed).
# SNB-75: SNB-75 CNS cancer | 79,000 compounds, 5% hits
# A498: A498 renal cancer cells; 76,000 compounds, 5.4% hits; AID 1794774
# SF-539: SF-539 CNS cancer | 81,000 compounds, 6.8% hits | AID 1794752
# SF-268: SF-268 CNS cancer cells; 82,000 compounds, 3.1% hits; AID 1794759
# SNB-19: SNB-19 CNS cancer cells. 81,000 compounds, 2.5% hits. AID 1794751
# RXF 393: RXF 393 renal cancer cells. 77,000 compounds, 6.9% hits. AID 1794773
# ACHN: ACHN renal cancer. 81,000 compounds, 4.9% hits
# CAKI-1: CAKI-1 renal cancer | 75,000 compounds, 4.7% hits | AID 1794772
# An asterisk follows results filed as active; . = not tested or not shown; & = joins results of further samples. The calls were made as follows: active = growth percent below 10; inactive = the rest.
1. O=C(NCc1cn(Cc2cccc(Oc3ccccc3)c2)nn1)c1cccnc1Nc1cccc(F)c1
2. COc1ccc2c(c1)OCN(c1nccnn1)C2
3. C/C(=N\NC(=S)Nc1cccc(Cl)c1Cl)c1sc(Nc2cccc(Cl)c2)nc1C
4. CN(C)CCN1c2ccccc2Oc2ccccc21
5. COC(=O)c1ccc2c(c1)NC(=O)[C@@H]1CCCN21
6. O=C1/C(=C/c2ccc(Br)cc2)SC(=Nc2ccccc2)N1Nc1ccccc1
7. Cc1cccc2c(=O)c3c(sc12)c(NCc1ccccc1)nc1ccccc13
8. O=C1Nc2cc(Cl)ccc2/C1=C/c1cccc(OCc2ccccc2)c1

assay / compound,1,2,3,4,5,6,7,8
SNB-75,.,89,95,73,83,92,96,17
A498,49,104,75,102,90,70,72,50
SF-539,100,102,109,89,94,105,102,-57*
SF-268,90,103,107,91,95,80,107,-11*
SNB-19,90,100,108,98,94,73,107,0.6*
RXF 393,106,99,97,113,106,74,107,-3.3*
ACHN,97,103,99,95,103,97,91,9.8*
CAKI-1,65,99,91,89,.,61,76,9.3*

9. O=Cc1c(OCc2cnnn2CC(=O)Nc2ccc(F)cc2)ccc2ccccc12
10. N#CC1(Nc2ccc([N+](=O)[O-])cc2)CCCC1
11. CCN(CC)CCOC(=O)Nc1ccc(Cl)cc1
12. CC(=O)Nc1nc(C)c(CCC2OCCO2)c(Cl)n1
13. NC(N)=N/C(N)=N/NC(=O)c1ccncc1
14. COc1ccc(-c2nc(NN)c3c(C)nn(-c4ccc(F)cc4)c3n2)cc1
15. Cc1oc2ncnc(Nc3cccc(Cl)c3)c2c1CO
16. CCCCCC1=C(C)C=C(C)CC1(C)CN(C)C (centres undefined)

assay / compound,9,10,11,12,13,14,15,16
SNB-75,72,95,108,89,93,23,86,82
A498,103,95,102,.,93,21,52,92
SF-539,98,102,107,92,106,36,92,134
SF-268,90,107,102,102,104,46,93,112
SNB-19,94,91,100,106,113,35,87,.
RXF 393,105,117,106,118,114,51,85,117
ACHN,91,104,.,112,108,40,77,105
CAKI-1,89,97,.,96,97,37,54,.

# A second format for part of the listing above.
No.	Structure	SNB-75	A498	SF-539	SF-268	SNB-19	RXF 393	ACHN	CAKI-1
1	O=C(NCc1cn(Cc2cccc(Oc3ccccc3)c2)nn1)c1cccnc1Nc1cccc(F)c1	.	49	100	90	90	106	97	65
2	COc1ccc2c(c1)OCN(c1nccnn1)C2	89	104	102	103	100	99	103	99
3	C/C(=N\NC(=S)Nc1cccc(Cl)c1Cl)c1sc(Nc2cccc(Cl)c2)nc1C	95	75	109	107	108	97	99	91
4	CN(C)CCN1c2ccccc2Oc2ccccc21	73	102	89	91	98	113	95	89
5	COC(=O)c1ccc2c(c1)NC(=O)[C@@H]1CCCN21	83	90	94	95	94	106	103	.
6	O=C1/C(=C/c2ccc(Br)cc2)SC(=Nc2ccccc2)N1Nc1ccccc1	92	70	105	80	73	74	97	61
7	Cc1cccc2c(=O)c3c(sc12)c(NCc1ccccc1)nc1ccccc13	96	72	102	107	107	107	91	76
8	O=C1Nc2cc(Cl)ccc2/C1=C/c1cccc(OCc2ccccc2)c1	17	50	-57*	-11*	0.6*	-3.3*	9.8*	9.3*
9	O=Cc1c(OCc2cnnn2CC(=O)Nc2ccc(F)cc2)ccc2ccccc12	72	103	98	90	94	105	91	89
10	N#CC1(Nc2ccc([N+](=O)[O-])cc2)CCCC1	95	95	102	107	91	117	104	97
11	CCN(CC)CCOC(=O)Nc1ccc(Cl)cc1	108	102	107	102	100	106	.	.
12	CC(=O)Nc1nc(C)c(CCC2OCCO2)c(Cl)n1	89	.	92	102	106	118	112	96
13	NC(N)=N/C(N)=N/NC(=O)c1ccncc1	93	93	106	104	113	114	108	97
14	COc1ccc(-c2nc(NN)c3c(C)nn(-c4ccc(F)cc4)c3n2)cc1	23	21	36	46	35	51	40	37
15	Cc1oc2ncnc(Nc3cccc(Cl)c3)c2c1CO	86	52	92	93	87	85	77	54
16	CCCCCC1=C(C)C=C(C)CC1(C)CN(C)C (centres undefined)	82	92	134	112	.	117	105	.

# Continued.
17. CC1(C)CC2=C3C=C[C@@H]4[C@@]5(C)CCC(=O)C(C)(C)[C@@H]5CC[C@@]4(C)[C@]3(C)CC[C@@]2(C(=O)O)C[C@H]1O
18. O=C(CSc1nnc(-c2cc(-c3ccccc3)nc3ccccc23)o1)c1ccc(Br)cc1
19. CCOC(=O)c1c(-c2ccccc2)n2c(=O)cc(C)c3c(O)c(O)cc1c32
20. O=C(CSc1nnnn1-c1ccccc1)c1cc2c(ccc3ccccc32)oc1=O
21. CNc1cc(=O)[nH]c(=O)[nH]1
22. COc1ccc(C(C)=O)c(O)c1
23. O=C1c2ccccc2C(=O)c2c1oc1c2c(=O)[nH]c2ccc(Cl)cc21
24. COc1ccc(C2C=C(C)N=C3SC=CN32)cc1OC (centres undefined)

assay / compound,17,18,19,20,21,22,23,24
SNB-75,19,97,64,94,104,58,-9.0*,93
A498,35,102,89,77,133,94,80,74
SF-539,35,100,76,.,92,95,-28*,111
SF-268,33,94,52,101,99,100,-32*,100
SNB-19,32,93,66,92,109,91,7.1*,105
RXF 393,29,108,76,96,123,101,-46*,.
ACHN,8.5*,107,47,98,100,101,-14*,105
CAKI-1,23,91,52,106,97,81,.,101

25. CCOc1cc(/C=C/C(=O)CC(=O)/C=C/c2ccc(OC(=O)CNc3nc4ccc(OC)cc4s3)c(OCC)c2)ccc1OC(=O)CNc1nc2ccc(OC)cc2s1
26. Nc1ccc(Nc2nccc(-c3ccc(Cl)cc3)n2)cc1
27. CCCCCCCOc1nc2c(c(=O)n(C)c(=O)n2C)n1C
28. CCN(CC)CCC(CN=C(N)N)c1ccc(Cl)cc1 (centres undefined)
29. COC1=CC(=NCCC(=O)O)C[C@@H](C)[C@]12Oc1c(Cl)c(OC)cc(OC)c1C2=O
30. Nc1ccc(C(=O)Nc2cccc(C(=O)Nc3ccc4c(O)c(N=Nc5ccc(N=Nc6ccc(S(=O)(=O)O)cc6)cc5)c(S(=O)(=O)O)cc4c3)c2)cc1
31. COc1cc2oc(-c3cccc(NC(=O)Nc4ccc(F)cc4)c3)cc(=O)c2c(OC)c1OC
32. O=C(O)c1ccc(N/C=C/C(=O)c2ccccc2)cc1

assay / compound,25,26,27,28,29,30,31,32
SNB-75,34,97,111,93,87,86,63,73
A498,92,74,88,73,99,107,.,94
SF-539,3.7*,89,101,98,96,102,87,100
SF-268,26,79,104,90,105,102,86,99
SNB-19,49,96,.,99,104,107,96,100
RXF 393,-30*,71,108,.,118,109,89,103
ACHN,69,74,114,105,101,106,76,99
CAKI-1,76,67,97,102,93,.,96,92

33. Cc1c(C)c([N+](=O)[O-])c(C)c(C)c1N
34. C=CCn1c(SC/C(=N/O)c2ccccc2)nnc1-c1cc(-c2ccc(S(N)(=O)=O)cc2)nc2ccccc12
35. O=C(NCCc1ccc(O)c(O)c1)c1cc(Cl)ccc1Nc1ccnc(C(F)(F)F)c1
36. CCCCCCCCCCCCCCCCCC(=O)NCc1cc(OC)c(OC)c(OC)c1
37. CCCCCn1cnc2c(=S)nc(N)[nH]c21
38. O=C(O)COc1nc(-c2ccco2)cc(-c2ccc(Cl)cc2Cl)n1
39. CCCCCN1C(=O)CCC1=O
40. COc1ccc(/C=C2\C(=O)N(C(=O)c3csc(NC(C)=O)n3)N=C2C)cc1

assay / compound,33,34,35,36,37,38,39,40
SNB-75,81&94,90,80,100,97,89,99,87
A498,107&87,112,101,112,90,85,106,121
SF-539,100&111,90,90,100,114,102,102,104
SF-268,110&97,100,89,107,104,98,93,99
SNB-19,100&106,90,89,98,98,103,101,102
RXF 393,103&106,94,91,.,106,102,122,.
ACHN,97&100,93,97,96,103,104,104,107
CAKI-1,96&90,74,86,97,.,89,92,99

41. O=C(O)c1ccc(S(=O)(=O)O)cc1
42. COC(=O)c1cnc(N)s1
43. CC(=O)NS(=O)(=O)c1ccc(NCc2nc3ccccc3c(=O)[nH]2)cc1
44. O=C1CCCc2nc3sc4c(=O)n(-c5ccccc5Cl)nnc4c3cc21
45. COc1cc(/C=C/C(=O)c2cc(-c3ccc(O)cc3)ccc2O)cc(OC)c1OC
46. COc1ccc(/C=C2\COc3ccc(O)cc3C2=O)c(OC)c1
47. COc1nc(NCC(C)C)nc(NCC(C)C)n1
48. COc1ccc(C2Nc3ccccc3-n3cccc32)cc1OC (centres undefined)

assay / compound,41,42,43,44,45,46,47,48
SNB-75,95,113,84,114,100,47,96,91
A498,122,116,110,96,99,92,82,91
SF-539,98,97,106,103,86,57,98,.
SF-268,123,108,101,103,93,70,99,95
SNB-19,106,98,92,93,97,55,101,104
RXF 393,.,120,104,91,106,.,103,98
ACHN,100,106,93,107,74,85,104,82
CAKI-1,79,96,95,98,79,59,98,91

49. COc1ccc2[nH]c3nc4cnccc4cc3c2c1
50. COc1ccc(N2CCN(CCC3=C(C)NC4SC(c5ccc(Cl)cc5)=NN4C3=O)CC2)cc1 (centres undefined)
51. CS(=O)(=O)c1ccc(Cl)c([N+](=O)[O-])c1
52. CCN(CC)CCCC(C)Nc1cc(-c2cccc(OC(F)(F)F)c2)nc2ccc(N3CCCC3)cc12 (centres undefined)
53. CCn1cc(C(=O)NN2C(=O)C=CC2=O)c(=O)c2ccc(C)nc21
54. COc1ccc(C=Nc2cc(C(C)C)c(O)cc2C)cc1S(=O)(=O)O
55. Cc1cc(=O)oc2cc(OCCCCOc3ccc(/C=C/C(=O)Nc4ccc(Cl)cc4)cc3)ccc12
56. CN1c2ccccc2NC(=S)c2ccccc21

assay / compound,49,50,51,52,53,54,55,56
SNB-75,98,86,114,66,97,81,108,94
A498,114,111,106,29,78,110,101,84
SF-539,102,107,102,-92*,104,90,77,104
SF-268,106,99,82,26,100,96,90,96
SNB-19,105,96,105,24,97,103,79,95
RXF 393,123,117,113,.,102,128,.,108
ACHN,98,102,108,-20*,102,97,96,102
CAKI-1,.,84,-88*,-53*,92,97,92,.

57. O=C(CI)Nc1ccc(O)c2ccccc12
58. CCOc1ccc(-c2ccccc2)cc1
59. COc1cc(CNCCCCCCN2C(=O)c3cccc4cccc(c34)C2=O)ccc1O
60. CSc1cnc2ccccc2n1
61. O=C1CSC(c2cn(-c3ccccc3)nc2-c2ccc(Cl)c(Cl)c2)N1c1cccc(F)c1 (centres undefined)
62. CCc1cc(OC(=O)N2CCN(CCC(C)(COC(C)(C)C)COC(C)(C)C)CC2)ccc1Nc1cc(-c2ccc(-n3cccn3)cc2)[nH]n1
63. O=C1c2cccc(S(=O)(=O)O)c2C(=O)c2cccc(S(=O)(=O)O)c21
64. Cc1cc(=O)oc2cc(OCCOc3ccc(/C=C/C(=O)Nc4ccc(F)c(Cl)c4)cc3)ccc12

assay / compound,57,58,59,60,61,62,63,64
SNB-75,54,85,67,107,79,49,89,94
A498,95,92,.,105,106,81,93,88
SF-539,-29*,109,85,.,101,89,109,101
SF-268,-0.4*,97,89,105,107,74,93,97
SNB-19,46,109,84,100,99,86,102,96
RXF 393,-90*,106,52,111,109,41,115,104
ACHN,7.0*,107,64,107,100,81,102,99
CAKI-1,.,119,.,97,89,65,105,96

65. C/C(=N\Nc1ccc(Cl)cn1)c1ccc2ccccc2n1
66. CC1(C)C(=O)/C(=C\c2ccc(Br)cc2)C[C@]2(C)[C@H]3CC[C@@H]4[C@@H](C(=O)/C=C/c5ccc(Br)cc5)CC[C@@]4(C)[C@]3(C)CC[C@@H]12
67. COc1ccc(C(Cc2ccccc2)[N+]2(C)CCCCC2)cc1 (centres undefined)
68. OCCNc1nc(Nc2ccc(Cl)cc2)nc(Nc2ccc(C3=NN(c4cc(Cl)cc(Cl)c4)C(c4ccc(C(F)(F)F)cc4)C3)cc2)n1 (centres undefined)
69. CC1(C)N=C(N)N=C(N)N1c1ccc(N(CCO)CCO)cc1
70. Cc1sc2nc3nc(CC(=O)Nc4ccccc4)[nH]n3c(=O)c2c1C
71. CCOC(=O)c1csc(NC(=O)c2ccc(NCCc3ccccc3)c([N+](=O)[O-])c2)n1
72. O=C(CN1CCOCC1)N1c2cccc3cccc(c23)N(C(=O)CN2CCOCC2)C1c1cn(-c2ccccc2)nc1-c1cccc([N+](=O)[O-])c1

assay / compound,65,66,67,68,69,70,71,72
SNB-75,32,96,98,94,107,96,82,65
A498,-16*,95,144,94,108,118,48,84
SF-539,3.4*,94,99,90,115,94,82,94
SF-268,10,97,100,81,98,103,76,91
SNB-19,25,101,103,102,113,110,82,92
RXF 393,31,107,121,104,110,112,86,94
ACHN,8.4*,104,107,100,106,99,85,90
CAKI-1,7.2*,96,98,76,95,94,77,69

73. CCC(O)CN(C)Cc1cc2c(c3ccccc13)CCCC2 (centres undefined)
74. CCOC1=C(Cl)C(=O)C(OCC)=C(Cl)C1=O
75. O=C(NNC(=O)c1ccccc1Cl)c1ccccc1Cl
76. COc1ccc(C2CC(=O)Nc3c2cnn3C)cc1 (centres undefined)

assay / compound,73,74,75,76
SNB-75,78,93,115,84
A498,74,128,.,87
SF-539,96,101,97,98
SF-268,95,107,101,103
SNB-19,84,96,113,102
RXF 393,95,105,95,122
ACHN,95,106,107,104
CAKI-1,72,109,104,92
